AmpC inh no detg: AmpC beta-lactamase inhibition without detergent; P00811; AmpC nitrocefin hydrolysis, absorbance 480 nm, 0.0001% Triton; Potency, µM (series often up to 57.1 µM), for the others: at the highest dose activity change, negative = inhibition, usual class: inhibitors; 330,000 compounds, 0.52% hits; AID 485341;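 also: potency is read from the fitted curve at half-maximal effect; plate controls were no compound for no effect and no enzyme for full effect; nearly all actives have a fitted effect of over 20% in size; some results filed as inactive show a strong effect at the top dose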
Target sequence (P00811 whole entry, looked up): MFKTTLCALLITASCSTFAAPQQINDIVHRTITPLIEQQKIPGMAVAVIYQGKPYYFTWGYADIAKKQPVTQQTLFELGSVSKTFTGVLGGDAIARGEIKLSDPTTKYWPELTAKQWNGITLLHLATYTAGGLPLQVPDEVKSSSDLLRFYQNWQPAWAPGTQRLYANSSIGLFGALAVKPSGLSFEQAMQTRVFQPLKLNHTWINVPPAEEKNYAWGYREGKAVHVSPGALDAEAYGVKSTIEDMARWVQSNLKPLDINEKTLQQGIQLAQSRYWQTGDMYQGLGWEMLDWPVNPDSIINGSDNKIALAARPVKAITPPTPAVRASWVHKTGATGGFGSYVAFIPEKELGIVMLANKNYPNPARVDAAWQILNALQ
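AmpC (5.3 nM in the dispensed reagent) in 20 mM phosphate pH 7.0 with 0.01% (detergent screen) or 0.0001% Triton X-100 was preincubated with compounds for 15 min at room temperature. Nitrocefin was then added from an 800 uM solution, and hydrolysis was followed at 480 nm.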
LmPK inh: inhibitors of Leishmania mexicana pyruvate kinase. Q27686. purified LmPK, Kinase-Glo ATP luminescence, 1 h. Potency, µM (top dose mostly 57.5 µM), for the others: at the top dose activity change, negative = inhibition, hits mostly inhibitors. 290,000 compounds, 0.37% hits. AID 1721; also: potency is read from the fitted curve at half-maximal effect
Target sequence (Q27686 whole entry, looked up): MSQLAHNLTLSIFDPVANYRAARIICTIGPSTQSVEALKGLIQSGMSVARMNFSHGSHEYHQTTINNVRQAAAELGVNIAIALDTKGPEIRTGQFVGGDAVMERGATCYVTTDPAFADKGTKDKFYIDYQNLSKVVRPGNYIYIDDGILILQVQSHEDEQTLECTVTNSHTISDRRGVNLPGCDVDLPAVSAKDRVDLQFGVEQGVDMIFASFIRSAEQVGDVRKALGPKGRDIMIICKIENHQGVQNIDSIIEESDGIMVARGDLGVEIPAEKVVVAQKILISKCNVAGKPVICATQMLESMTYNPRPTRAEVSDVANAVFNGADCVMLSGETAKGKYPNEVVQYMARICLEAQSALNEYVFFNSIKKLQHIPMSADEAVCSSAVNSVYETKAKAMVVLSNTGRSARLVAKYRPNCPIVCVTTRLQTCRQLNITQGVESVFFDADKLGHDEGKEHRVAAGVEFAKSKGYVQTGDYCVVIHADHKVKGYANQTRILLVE
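ATP generated from ADP (0.1 mM) and PEP (0.5 mM) by 0.1 nM LmPK over 1 h at room temperature (pH 7.2 imidazole buffer) was detected by coupled luciferase luminescence. Values were normalized to uninhibited and no-enzyme wells.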
Sm TGR block: S. mansoni TGR enzyme inhibition | purified TGR, DTNB reduction, TNB absorbance 405 nm | Potency, µM (doses to about 114 µM), inactives show top-dose activity change, negative = inhibition, hits mostly inhibitors | 360,000 compounds, 3% hits | AID 485364; also: potency is read from the fitted curve at half-maximal effect; nearly all actives have a fitted effect of over 60% in size
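TGR 20 nM + NADPH 100 uM (dispensed conc.), cpd preinc 15 min RT; start with NADPH (500 uM addition) then DTNB (15 mM addition). Kinetic TNB absorbance, 405 nm filter. Four-parameter Hill fit across titration.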
HCMV antiviral: inhibitors of human cytomegalovirus | HFF cells, HCMV-luciferase reporter, 72 h; stronger effect = lower value | activity change, negative = inhibition, % at 57.5 µM | 410,000 compounds, 4.5% hits | AID 1259415; in the data active = activity change below about -60%; inconclusive = no clear call, values can overlap the other calls; inactive = above about -39%
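Human foreskin fibroblasts infected with luciferase-reporter HCMV at MOI 1 PFU/cell, compounds at two doses. Luciferase measured 72 h post infection; normalized to buffer-only basal and Salinomycin (10uM) controls.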
AmpC inh detg: inhibitors of E. coli AmpC beta-lactamase with detergent; P00811; AmpC hydrolysis of nitrocefin, absorbance 480 nm, 0.01% Triton; Potency, µM (doses to about 114 µM), without a hit: at the highest dose activity change, negative = inhibition, most hits filed as inhibitors; 370,000 compounds, 0.041% hits; AID 485294;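 also: potency is read from the fitted curve at half-maximal effect; 0% = no-compound wells and -100% = no-enzyme wells; nearly all actives have a fitted effect of over 25% in size; some results filed as inactive show a strong effect at the top dose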
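AmpC (5.3 nM in the dispensed reagent) in 20 mM phosphate pH 7.0 with 0.01% (detergent screen) or 0.0001% Triton X-100 was preincubated with compounds for 15 min at room temperature. Nitrocefin was then added from an 800 uM solution, and hydrolysis was followed at 480 nm.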
AMA1-RON2 inh: AMA1-RON2 (P. falciparum) interaction inhibition; AlphaScreen AMA1-biotinylated RON2 peptide binding; Potency, µM (series often up to 58.2 µM), inactives show at the top dose activity change, negative = inhibition, usual class: inhibitors; 360,000 compounds, 0.2% hits; AID 720542;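 also: potency is read from the fitted curve at half-maximal effect; 0% = vehicle wells and -100% = peptide control; nearly all actives have a fitted effect of over 45% in size; some results filed as inactive show a strong effect at the top dose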
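AMA1 (3D7) with his tag at 25 nM final met compounds first, then biotinylated RON2 peptide at 25 nM; detection used donor plus acceptor beads, 10 µg/mL apiece, read by AlphaScreen after 30 min at room temperature.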
Tb PYK inh: T. brucei pyruvate kinase inhibition | Q57TT1 | TbPYK enzyme, Kinase-Glo Plus ATP luminescence, 45 min | Potency, µM (top dose mostly 76.8 µM), inactives show at the top dose activity, negative = inhibition, usual class: inhibitors | 410,000 compounds, 0.12% hits; also: potency is read from the fitted curve at half-maximal effect; nearly all actives have a fitted effect of over 50% in size
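Luminescent Kinase-Glo Plus end-point after 45 min room-temperature reaction of T. brucei pyruvate kinase started with 130 uM ADP (final). Buffer TEA 50 mM pH 7.2 with KCl, MgCl2, BSA, Tween-20; titration-based qHTS with fitted concentration-effect curves.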
* hit, by the source's call; ? = inconclusive; . = no result given; & = joins results of further samples; [ ] = remark or other dose. Unless noted, calls follow the shape of the dose curve; as a rule, active = well fitted curve in the direction sought with a large enough effect; inconclusive = small, poorly fitted or top-dose-only effect, or another doubt; inactive = no such curve, though single readings can be large; an effect the other way counts as inactive or inconclusive. Unless noted, % is scaled to controls: 0 for no effect and ±100 for the full control effect.

Key to letters – A = AmpC inh no detg; B = LmPK inh; C = Sm TGR block; D = HCMV antiviral; E = AmpC inh detg; F = AMA1-RON2 inh; G = Tb PYK inh
O=C(NNC(=O)C1C2CCC(C2)C1C(=O)O)c1ccc(Cl)cc1 (stereo not given)
  A: -15%	B: -2%	C: .	D: -23	E: -2%	F: -1%	G: -19%

CC(CCc1ccccc1)NCC(O)COc1ccccc1 (stereo not given)
  A: -15%[11.4 µM]	B: 4%	C: 7%	D: -26	E: -13%	F: -4%	G: 1%

Cc1cccc(OC(=O)c2ccc3c(=O)n4c(nc3c2)CCC4)c1
  A: .	B: .	C: .	D: 63	E: .	F: 0%	G: -7%

O=C(NCCNC(=O)c1cc(OCC(F)(F)F)ccc1OCC(F)(F)F)Nc1ccccc1
  A: 2%	B: 0%	C: ?	D: 4	E: -12%	F: 12%	G: 4%

COCCCN1C(=O)c2[nH]nc(-c3ccccc3O)c2C1c1cccc(Cl)c1 (stereo not given)
  A: -13%	B: 6%	C: -1%	D: -6	E: 2%	F: 67%[activator]	G: -3%

CCOc1ccccc1N(CC(=O)N1CCCCCC1)S(C)(=O)=O
  A: -8%	B: -3%	C: 4%	D: 14	E: ?	F: 0%	G: 6%

COc1cccc(NC(=O)C(c2ccccc2)N2CCN(CC(=O)N3CCOCC3)CC2)c1 (stereo not given)
  A: 23%	B: .	C: -7%	D: 0	E: 2%	F: 8%	G: -3%

COc1ccc(C(=O)N2CCN(c3ccc(NC(=O)Cc4ccccc4)cc3)CC2)cc1
  A: 20%	B: -6%	C: -24%	D: 24	E: -9%	F: -18%	G: -4%

Cc1ccc(CNc2ccccc2C(=O)O)s1
  A: -15%	B: 2%	C: -4%	D: 55	E: 4%	F: 7%	G: 0%

CN(CCCNC(=O)CCCOc1cc(=O)n(C)c2ccccc12)Cc1ccccc1
  A: 20%	B: -9%	C: -10%	D: 90	E: -10%	F: 4%	G: -2%

O=C(O)c1ccc2c(c1)C1C=CCC1C(c1cc3c(cc1Br)OCO3)N2 (stereo not given)
  A: -52%	B: 6%	C: -10%	D: 24	E: 6%	F: ?	G: 1%

Cn1c(=O)c2sccc2n2c(CCC(=O)NCc3ccccc3)nnc12
  A: .	B: .	C: 5%	D: 6	E: 17%	F: .	G: 4%

COC(=O)[C@@H]1CCCN1C(=O)CCc1nnc(CCc2c[nH]c3ccccc23)o1
  A: -15%	B: 8%	C: 14%	D: 16	E: 5%	F: 13%	G: -4%

CC(C)Cc1nc(Nc2ccc(S(=O)(=O)N3CCCC3)cc2)c2nnn(Cc3ccccc3)c2n1
  A: -6%	B: -3%	C: 2%	D: -8	E: ?	F: -1%	G: -3%

Cc1ccc(S(=O)(=O)N2CCC(C(=O)N[C@@H](C)C(=O)NCCc3ccccc3)CC2)cc1
  A: 86%[activator]	B: 1%	C: 0%	D: -5	E: ?	F: 2%	G: 2%

Cc1ccc(CNC(=O)c2cc(COc3c(F)cccc3F)on2)s1
  A: -27%	B: -4%	C: 0%	D: ?	E: 6%	F: -14%	G: -7%

Cc1cc(C)cc(OCC(=O)Nc2ccc(N3CCN(S(C)(=O)=O)CC3)cc2)c1
  A: -25%	B: 0%	C: -9%	D: 11	E: 0%	F: 0%	G: 0%

C[C@H](CO)NC(=O)c1nc[nH]c1C(=O)N[C@H](C)c1ccccc1
  A: .	B: .	C: .	D: -8	E: .	F: 6%	G: 5%

COc1ccc(C2CC(=O)c3ccccc3O2)cc1 (stereo not given)
  A: -5%	B: 0%	C: -7%	D: 26	E: -7%	F: -6%	G: -1%

O=c1[nH]ncc2c3ccccc3n(Cc3ccccc3F)c12
  A: -5%	B: 4%	C: 12%	D: -7	E: -3%	F: 89%[activator]	G: -9%

O=C1NC(=S)N(c2ccc(F)cc2)C(=O)/C1=C/c1ccccc1O
  A: -23%	B: -8%	C: ?	D: 14	E: -14%	F: -1%	G: -1%

Cc1cccc(NC(=O)CCn2nc(C)c3c(C)n(-c4ccccc4)nc3c2=O)c1C
  A: .	B: .	C: -2%	D: 5	E: -1%	F: .	G: 2%

CN(C)S(=O)(=O)c1cccc(COC(=O)c2cc([N+](=O)[O-])ccc2N2CCOCC2)c1
  A: 53%	B: .	C: 1%	D: -20	E: -20%	F: -28%	G: -8%

O=C(CSc1nnc(NC(=O)C2CC(=O)N(c3ccc(F)cc3)C2)s1)NCc1ccco1 (stereo not given)
  A: -26%	B: 3%	C: ?	D: 8	E: -6%	F: 11%	G: -20%

c1ccc(-c2nc(-c3ccco3)cs2)nc1
  A: -33%	B: -18%	C: 22µM*	D: 31	E: ?	F: 62%[activator]	G: ?

The final two records of the part above are carried over, then new ones follow.
Key to letters – A = AmpC inh no detg; B = LmPK inh; C = Sm TGR block; D = HCMV antiviral; E = AmpC inh detg; F = AMA1-RON2 inh; G = Tb PYK inh
O=C(CSc1nnc(NC(=O)C2CC(=O)N(c3ccc(F)cc3)C2)s1)NCc1ccco1 (stereo not given)
  A: -26%	B: 3%	C: ?	D: 8	E: -6%	F: 11%	G: -20%

c1ccc(-c2nc(-c3ccco3)cs2)nc1
  A: -33%	B: -18%	C: 22µM*	D: 31	E: ?	F: 62%[activator]	G: ?

CCOc1ccc(NS(=O)(=O)c2ccc(OC)c(C)c2)cc1
  A: -35%	B: 0%	C: -2%	D: 10	E: 1%	F: 5%	G: -18%

Cc1cccc(-c2c3c(=O)n(C)c(=O)n(C)c3c3c(C)nc4ccccc4n23)c1
  A: .	B: .	C: 2%	D: 12	E: -1%	F: .	G: -1%

CCOC(=O)c1ccc(Nc2ncnc3c2cnn3C)cc1
  A: -8%	B: 0%	C: 3%	D: -40	E: -16%	F: -4%	G: -1%

CC(C)(C)c1ccc(OCC(O)CN2CCN(c3ccccn3)CC2)cc1 (stereo not given)
  A: 118%[activator]	B: 3%	C: 2%	D: -27	E: 4%	F: -12%	G: 4%

COc1ccc(CCCc2nnc(SCC(=O)Nc3nc(C)cs3)n2C)cc1C
  A: 35%	B: 5%	C: 5%	D: 22	E: -2%	F: -4%	G: -1%

CCC(CC)N1CCN(CC2CC=CCC2)CC1 (stereo not given)
  A: -15%	B: 0%	C: 6%	D: ?	E: ?	F: -16%	G: -8%

NC(=O)/C(=C/c1cccnc1)NC(=O)c1ccccc1
  A: -17%	B: -3%	C: -7%	D: 4	E: 2%	F: 16%	G: -1%

CCCC(C(=O)OCCN(CC)CC)(c1ccccc1)c1ccccc1
  A: .	B: .	C: .	D: ?	E: .	F: -13%	G: -2%&2%

COc1ccc(C(=O)Nc2cc(NC(=O)c3ccco3)ccc2OC)cc1Cl
  A: .	B: .	C: 13%	D: 24	E: 10%	F: .	G: -7%

C=CCc1cc(/C=C2/NC(=O)NC2=O)cc(OCC)c1O
  A: -13%	B: -4%	C: 50µM*	D: -2	E: 7%	F: 1%	G: -14%

NC(=O)NCc1cccc(Cl)c1
  A: -19%	B: -8%	C: 6%	D: -23	E: -14%	F: -6%	G: -8%

O=C1NC(=S)N(c2ccc(F)cc2)C(=O)/C1=C\c1ccoc1
  A: -40%	B: 30%	C: 32µM*	D: .	E: 1%	F: -16%	G: ?

COc1cc(/C=N/NC(=O)Cn2c([N+](=O)[O-])cnc2C)ccc1OC(=O)N(C)C
  A: 0%	B: -4%	C: -1%	D: 11	E: -15%	F: 4%	G: -17%

Cc1ccc(CN2CC(C(=O)N3CCN(S(=O)(=O)c4ccc(C)cc4C)CC3)CC2=O)cc1 (stereo not given)
  A: 190%[activator]	B: .	C: -16%	D: 0	E: ?	F: 6%[11.6 µM]	G: -5%

CC(C)N1CC2(CC(c3ccccc3C(F)(F)F)=NO2)CN1C(=O)c1ccc(C(C)(C)C)cc1 (stereo not given)
  A: .	B: .	C: .	D: -25	E: .	F: 4%	G: -9%

CSCCC(NS(=O)(=O)c1ccc(Cl)cc1)C(=O)OCC(=O)NC1CC1 (stereo not given)
  A: 9%	B: 2%	C: 18%	D: -20	E: -3%	F: 5%	G: 6%

CC(=O)c1cccc(NC(=S)N2CCN(S(=O)(=O)c3ccc(F)cc3)CC2)c1
  A: -23%	B: 0%	C: 6%	D: ?	E: 1%	F: 6%	G: 6%

Cc1ccc(OS(=O)(=O)c2ccccc2)c(/C=N/N=C2\NC(=O)C(C)S2)c1 (stereo not given)
  A: -19%	B: -2%	C: 0%	D: 61	E: ?	F: 24%	G: -12%

COc1ccc2nc(-c3ccccc3)nc(SC)c2c1
  A: .	B: .	C: .	D: 26	E: .	F: 23%	G: -1%

Cc1nc2ccccc2n1CC(=O)N/N=C/c1cccs1
  A: -12%	B: -8%	C: -19%	D: -5	E: -14%	F: 15%	G: -3%

Cc1ccc(C(=O)N[C@H](C(=O)Nc2cccc(S(=O)(=O)N3CCOCC3)c2)C(C)C)cc1
  A: .	B: .	C: .	D: -13	E: .	F: -1%	G: 2%

COc1ccc(-c2nn3c(=O)cc(CN4CCN(C(=O)/C=C/c5ccccc5)CC4)nc3s2)cc1
  A: .	B: .	C: -18%	D: 7	E: -2%	F: .	G: -9%

CC1CCN(c2nc3ccc(C(=O)O)cc3s2)CC1
  A: -4%	B: -29%	C: 0%	D: -78*	E: -6%	F: 0%	G: -3%

CCCOC(=O)C1C2C=CC(C3CC23)C1C(=O)OCC(=O)c1ccccc1 (stereo not given)
  A: -8%	B: 5%	C: 5%	D: -14	E: -11%	F: -1%	G: -1%

O=C(Nc1cccc(F)c1)C1CCCCC1
  A: 4%	B: .	C: -8%	D: -12	E: ?	F: 0%	G: 2%

CCCn1c(=O)[nH]c(=O)c2c1nc(-c1ccc(C(F)(F)F)cc1)n2CCOC
  A: -10%	B: 7%	C: -13%	D: 0	E: -13%	F: 3%	G: 4%

COc1ccc(C)cc1NC(=O)COC(=O)C1CC1
  A: -15%	B: -1%	C: 6%	D: 33	E: -2%	F: -6%	G: -18%

Given with tabs: part of the list above.
Compound	AmpC inh no detg	LmPK inh	Sm TGR block	HCMV antiviral	AmpC inh detg	AMA1-RON2 inh	Tb PYK inh
COc1ccc2nc(-c3ccccc3)nc(SC)c2c1	.	.	.	26	.	23%	-1%
Cc1nc2ccccc2n1CC(=O)N/N=C/c1cccs1	-12%	-8%	-19%	-5	-14%	15%	-3%
Cc1ccc(C(=O)N[C@H](C(=O)Nc2cccc(S(=O)(=O)N3CCOCC3)c2)C(C)C)cc1	.	.	.	-13	.	-1%	2%
